TRHR PAM – TRH receptor (human) allosteric enhancement | P34981 | TRHR cells, fluo-8 calcium fluorescence, EC20 TRH enhancement | enhancement, % at 2 µM | 360,000 compounds, 0.66% hits | AID 493056; in the data active = enhancement above about 30%; note: 0% is about no effect
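Enhancer read-out: after compound pinning and an initial kinetic agonist-mode read, an EC20 of TRH (10 nM final) was injected and fluo-8 calcium signal (Ex 480/Em 530) followed at 1 s/cycle for 100 cycles in TRHR-expressing cells.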
Apoferritin bind – binds horse apoferritin like a general anesthetic; P02791; apoferritin/1-aminoanthracene competitive binding, fluorescence; Potency, µM (titrated, usually from 77.5 µM), for the others: at the top dose activity change, negative = displacement, usual class: inhibitors; 350,000 compounds, 0.074% hits; note: potency is the fitted concentration of half-maximal effect; % is set by controls: 0 for no effect and ±100 for the full control effect; nearly all actives have a fitted effect of over 20% in size
Target sequence (P02791 2-175 limits assumed): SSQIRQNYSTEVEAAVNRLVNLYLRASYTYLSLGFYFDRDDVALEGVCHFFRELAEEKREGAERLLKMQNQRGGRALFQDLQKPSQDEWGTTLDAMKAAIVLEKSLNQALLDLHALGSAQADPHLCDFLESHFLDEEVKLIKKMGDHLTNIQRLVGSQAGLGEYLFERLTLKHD
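10 uM apoferritin + 50% sat. 1-AMA, PBS; cpd 10 min RT; Ex380/Em535 endpoint; normalized to free probe vs complex; 4-param Hill fit; propofol titration as pos. ctrl.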
RXFP1 ag – activates the human relaxin receptor RXFP1 | 370,000 compounds, 0.3% hits | HEK293T-RXFP1 cAMP TR-FRET, 30 min; response scale: percent of porcine relaxin response, buffer zero | Q9HBX9 | AID 2676 | Potency, µM (top dose mostly 57.5 µM), inactives show at the top dose activation, usual class: activators; note: potency is the fitted concentration of half-maximal effect; % is set by controls: 0 for no effect and ±100 for the full control effect; nearly all actives have a fitted effect of over 60% in size; many of its hits are not listed in these tables
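Agonist response is measured as cAMP accumulation in an RXFP1-transfected HEK293T line under PDE4 inhibition. Values are scaled between buffer-only and 29 nM porcine relaxin, and EC50s come from standard Hill equation fits.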
D1 PAM – potentiators of human D1 dopamine receptor; 360,000 compounds, 0.036% hits; potentiation, % at 10 µM; P21728; HEK293 TREx D1 cells, calcium flux, dopamine EC20 potentiation; AID 504651; in the data active = potentiation above about 30%; note: 0% is about no effect
RXFP1 antag – antagonists of human relaxin receptor RXFP1 | activity change, negative = inhibition, % at 57.5 µM | HEK293-RXFP1, relaxin-stimulated cAMP HTRF, 30 min; stronger effect = lower value | AID 1259400 | 350,000 compounds, 0.59% hits | Q9HBX9;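 active = activity change of -60% or lower, but not beyond a set lower limit; inconclusive = change between -60% and -40%, or beyond the set limit; inactive = change above -40%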; note: % is set by controls: 0 for no effect and ±100 for the full control effect
TRHR ag – agonists of human TRH receptor | activation, % at 2 µM | P34981 | TRHR cells, calcium flux fluo-8, FDSS agonist mode | 360,000 compounds, 0.18% hits; in the data active = activation above about 30%; note: 0% is about no effect
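TRHR-expressing cells, plated overnight in medium with 10% serum, were loaded with fluo-8 calcium dye at room temperature. After a 10 s baseline, library compound was pin-added and calcium release was recorded kinetically (ex 480/em 530) as agonist response.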
D1 antag – antagonists of human D1 dopamine receptor. P21728. HEK293 TREx D1 cells, calcium flux, dopamine EC80; stronger effect = lower value. activity change, negative = inhibition, % at 10 µM. 360,000 compounds, 3.2% hits. AID 504652; in the data active = activity change below about -30%; note: % is set by controls: 0 for no effect and ±100 for the full control effect
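After overnight tetracycline induction at 30 C, force-coupled D1 HEK293 cells took up a no-wash calcium dye at room temperature. Compounds were added and monitored 180 s, and the response to EC80 dopamine was then recorded.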
D2 potentiator – positive allosteric modulators of human D2 dopamine receptor; potentiation, % at 10 µM; P14416; HEK293 T-REx D2, calcium flux, EC20 dopamine potentiation; 340,000 compounds, 0.34% hits; AID 485347;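 active = potentiation over 3 SD above the plate norm, cut at about 30% in these data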; note: 0% is about no effect
Target sequence (P14416 whole entry, looked up): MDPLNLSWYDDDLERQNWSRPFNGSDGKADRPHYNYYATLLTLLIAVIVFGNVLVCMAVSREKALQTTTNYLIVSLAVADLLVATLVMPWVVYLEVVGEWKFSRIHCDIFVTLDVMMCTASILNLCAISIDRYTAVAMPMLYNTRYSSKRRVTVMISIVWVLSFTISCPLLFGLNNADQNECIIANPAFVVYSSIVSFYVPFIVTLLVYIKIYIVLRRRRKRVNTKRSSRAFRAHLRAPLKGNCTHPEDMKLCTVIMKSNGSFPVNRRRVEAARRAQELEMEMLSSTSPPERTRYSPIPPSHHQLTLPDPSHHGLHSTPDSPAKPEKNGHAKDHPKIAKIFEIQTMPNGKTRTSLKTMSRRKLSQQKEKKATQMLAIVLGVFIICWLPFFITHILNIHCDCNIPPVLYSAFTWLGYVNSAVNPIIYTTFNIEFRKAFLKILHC
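Potentiation of an EC20 dopamine calcium response measured kinetically over 180 s, after a preceding 180 s compound-only read flagging agonists. Cells: inducible Hek293 Trex D2 line, 4000/well, cultured overnight at 30 C before dye loading.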
D1 ag – human D1 receptor agonism; 360,000 compounds, 1% hits; P21728; activation, % at 2 µM; HEK293 T-REx D1 cells, calcium flux, agonist mode; in the data active = activation above about 30%; note: 0% is about no effect
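Tetracycline-induced HEK293 TREx D1 cells, force-coupled to calcium signalling, were dye-loaded with a no-wash calcium kit. Compound was pin-added after a 10 s baseline. Fluorescence was read kinetically at 1 cycle/s for 180 s, with calcium rises flagged as agonism.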
* marks the source's active call; other numbers are inactive results; u = inconclusive; x = no result given; [ ] = another dose, or the depositor's remark. Unless noted, calls come from the whole dose curve; as a rule, active = well fitted curve in the direction sought with a large enough effect; inconclusive = small, poorly fitted or top-dose-only effect, or another doubt; inactive = no such curve, though single readings can be large; an effect the other way counts as inactive or inconclusive. Only part of the results is shown, so the mix of outcomes need not match the whole.

1	CC1CCCN(S(=O)(=O)c2ccc(NC(=O)c3nc(SC(C)C)ncc3Cl)cc2)C1 (centres undefined)
2	Cc1ccc(CN2C(=O)CCC2C(=O)NCc2ccc(F)cc2)cc1 (centres undefined)
3	O=c1c2ccccc2nc2n1C(CSCc1ccc(Cl)cc1)CS2 (centres undefined)
4	C=CCN1CC(c2nc3ccccc3n2Cc2ccccc2)CC1=O (centres undefined)
5	O=C(Cc1n[nH]c(=O)c2ccccc12)OCC(=O)N(Cc1ccccc1)Cc1ccccc1
6	COc1ccc(OC)c(CNC(=O)C2CCCN(S(=O)(=O)N3CCC(C)CC3)C2)c1 (centres undefined)
7	Cc1cccn2c(=O)c(C(=O)NCCc3ccc(Cl)cc3)cnc12
8	CN(CC#CC(O)(c1ccccc1)c1ccccc1)C(C)(C)C
9	O/N=C/c1cn(-c2ccc(Cl)cc2)nn1
10	COc1cccc(NC(=O)CSc2nnc(COc3ccc(Cl)cc3)o2)c1
Screen / compound no.	1	2	3	4	5	6	7	8	9	10
TRHR PAM	0	-3	13	-16	-1	-3	0	-4	-3	4
Apoferritin bind	-11%	-11%	-14%	-9%	-6%	-10%	-11%	2%	-10%	u
RXFP1 ag	-0.8%	1.6%	-0.4%	0.4%	-3.8%	0.3%	3.3%	-1.9%	0.4%	0.1%
D1 PAM	3	1	-6	4	-4	-3	-2	0	-2	0
RXFP1 antag	x	4	0	9	-6	-1	4	18	11	3
TRHR ag	3.4	1.5	-0.4	0.1	0.4	0.5	1.0	2.7	-2.6	-1.0
D1 antag	-3	17	2	-2	-21	-14	2	17	12	17
D2 potentiator	16	6	x	3	3	-3	-2	1	-7	3
D1 ag	2	1	2	0	2	0	-1	5	6	0

11	CCN(CC)CCOC(=O)CCc1cccc2ccccc12
12	COc1cccc(NC(=O)c2cn(C3CCCCC3)c(=O)c3c2c2ccccc2n3C)c1
13	O=C(Cc1ccc(Cl)cc1)NCCc1cnc[nH]1
14	COc1ccc(CNC(=O)Nc2cccc3ccccc23)cc1
15	Cc1ccc(Nc2nc3ccccc3c(=O)s2)cc1
16	CC(C)C[C@H](NC(=O)c1nc[nH]c1C(=O)NC1CCN(C(=O)OC(C)(C)C)CC1)C(=O)OC(C)(C)C
17	C=CCNC(=S)NNC(=O)c1ccco1
18	CCN(CC(=O)NC1CCS(=O)(=O)C1)S(=O)(=O)c1c(C)c(C)cc(C)c1C (centres undefined)
19	O=C(Nc1ccccn1)c1sc2cccc(F)c2c1Cl
20	COC(=O)c1ccccc1NC(=O)CC#N
Screen / compound no.	11	12	13	14	15	16	17	18	19	20
TRHR PAM	4	1	-2	3	-3	4	10	-2	0	3
Apoferritin bind	-7%	199%[activator]	-3%	-9%	-3%	u	-1%	x	-3%	-19%
RXFP1 ag	-2.6%	5.1%	0.6%	1.8%	-0.7%	-2.2%	0.2%	0.5%	12%	0.1%
D1 PAM	-3	4	-7	-2	1	-5	15	6	-9	-2
RXFP1 antag	-4	-13	-3	-2	-19	x	-3	-13	-8	-3
TRHR ag	-0.2	0.2	0.5	-0.1	0.0	0.9	0.1	-0.8	1.8	0.2
D1 antag	3	14	1	1	-10	-18	-9	-5	-9	11
D2 potentiator	-11	-5	-1	3	-3	-3	-3	5	-1	-3
D1 ag	0	1	1	4	2	-5	2	2	3	-1

Shown in markdown: twelve of the compounds above.
| cpd | SMILES | TRHR PAM | Apoferritin bind | RXFP1 ag | D1 PAM | RXFP1 antag | TRHR ag | D1 antag | D2 potentiator | D1 ag |
| --- | --- | --- | --- | --- | --- | --- | --- | --- | --- | --- |
| 9 | O/N=C/c1cn(-c2ccc(Cl)cc2)nn1 | -3 | -10% | 0.4% | -2 | 11 | -2.6 | 12 | -7 | 6 |
| 10 | COc1cccc(NC(=O)CSc2nnc(COc3ccc(Cl)cc3)o2)c1 | 4 | u | 0.1% | 0 | 3 | -1.0 | 17 | 3 | 0 |
| 11 | CCN(CC)CCOC(=O)CCc1cccc2ccccc12 | 4 | -7% | -2.6% | -3 | -4 | -0.2 | 3 | -11 | 0 |
| 12 | COc1cccc(NC(=O)c2cn(C3CCCCC3)c(=O)c3c2c2ccccc2n3C)c1 | 1 | 199%[activator] | 5.1% | 4 | -13 | 0.2 | 14 | -5 | 1 |
| 13 | O=C(Cc1ccc(Cl)cc1)NCCc1cnc[nH]1 | -2 | -3% | 0.6% | -7 | -3 | 0.5 | 1 | -1 | 1 |
| 14 | COc1ccc(CNC(=O)Nc2cccc3ccccc23)cc1 | 3 | -9% | 1.8% | -2 | -2 | -0.1 | 1 | 3 | 4 |
| 15 | Cc1ccc(Nc2nc3ccccc3c(=O)s2)cc1 | -3 | -3% | -0.7% | 1 | -19 | 0.0 | -10 | -3 | 2 |
| 16 | CC(C)C[C@H](NC(=O)c1nc[nH]c1C(=O)NC1CCN(C(=O)OC(C)(C)C)CC1)C(=O)OC(C)(C)C | 4 | u | -2.2% | -5 | x | 0.9 | -18 | -3 | -5 |
| 17 | C=CCNC(=S)NNC(=O)c1ccco1 | 10 | -1% | 0.2% | 15 | -3 | 0.1 | -9 | -3 | 2 |
| 18 | CCN(CC(=O)NC1CCS(=O)(=O)C1)S(=O)(=O)c1c(C)c(C)cc(C)c1C (centres undefined) | -2 | x | 0.5% | 6 | -13 | -0.8 | -5 | 5 | 2 |
| 19 | O=C(Nc1ccccn1)c1sc2cccc(F)c2c1Cl | 0 | -3% | 12% | -9 | -8 | 1.8 | -9 | -1 | 3 |
| 20 | COC(=O)c1ccccc1NC(=O)CC#N | 3 | -19% | 0.1% | -2 | -3 | 0.2 | 11 | -3 | -1 |

(further entries)
21	O=C(N/N=C\c1ccc(F)cc1)c1ccc(Cn2cc(Br)c([N+](=O)[O-])n2)o1
22	CCCn1nnnc1SCC(=O)N1CCCc2ccccc21
23	Cc1ccc(S(=O)(=O)N2CCN(C(=O)CSc3ncn[nH]3)CC2)c(C)c1
24	Cc1cccc(N2CCN(C(=O)COc3ccc4c(c3)CCC4)CC2C)c1 (centres undefined)
Screen / compound no.	21	22	23	24
TRHR PAM	-9	-3	9	13
Apoferritin bind	-10%	-18%	x	x
RXFP1 ag	-4.6%	0.0%	-0.1%	1.4%
D1 PAM	-6	-5	-1	-1
RXFP1 antag	-9	-4	-2	-7
TRHR ag	-0.7	0.0	0.2	-1.3
D1 antag	3	-4	-12	0
D2 potentiator	1	1	5	0
D1 ag	-1	1	0	1

High-throughput results deposited in PubChem BioAssay by National Center for Advancing Translational Sciences (NCATS).
